Screening results (PubChem BioAssay)
KLF5 inh: inhibitors of KLF5 expression. actives 0.23% (n = 290,000). DLD-1 KLF5 promoter-luciferase reporter, luminescence. inhibition, % at 5 µM;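 active means inhibition above a per-plate limit of that plate's mean compound inhibition plus 3 SD, cut at about 60% in these data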;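 further: 0% = DMSO wells and 100% = LY294002 at 200 µM; higher means less KLF5 promoter-driven luciferase light; inactives centre near -14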
TRPC6 activator: mouse TRPC6 channel activation. Q61143. HEK293-TRPC6 membrane potential dye fluorescence; active compounds read high. B-score at 10 µM. actives 0.13% (n = 310,000);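 active means B-score of the integrated fluorescence ratio above library mean plus 3 SD, and starting fluorescence ratio within library mean plus 5 SD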;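 further: higher score means more depolarization so channel activation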
IEC-6 cytotox: IEC-6 cytotoxicity, counter-screen for KLF5 inhibitors; luminescence viability; inhibition, % at 5 µM; actives 0.78% (n = 290,000); AID 1825; in the data active means inhibition above about 22%;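 further: 0% = plate median of test compound wells and 100% = cytotoxic reference compound wells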
HIF activator: HIF pathway transcriptional activation; U2OS HRE-luciferase reporter, luminescence; normalized: DMSO 0%, desferrioxamine 100%; activation, % at 7.5 µM (by protocol); actives 0.32% (n = 300,000);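 active means mean activation of at least 10% of the iron chelator positive control signal, with at least half of replicates also reaching 10%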
TRPC4 potent: allosterically enhances the mouse TRPC4 cation channel; actives 0.42% (n = 310,000); HEK293 TRPC4beta/mu-opioid, DAMGO EC20, Fluo-4 Ca2+ flux; active compounds read high; Q9QUQ5; B-score at 10 µM;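 active means B-score of calcium response area above 5 SD of library B-scores, with initial fluorescence ratio within 5 SD of library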;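 further: B-score of integrated fluorescence ratio over time as area under calcium response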
TRPC4 agonist: TRPC4 (mouse) channel activation; Q9QUQ5; HEK293 TRPC4beta/mu-opioid, Fluo4 calcium fluorescence; active compounds read high; B-score at 10 µM; AID 2237; actives 0.49% (n = 310,000);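 active means B-score above 5 SD of library B-scores, and initial fluorescence ratio not above library mean plus 5 SD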;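 further: positive B-score marks a calcium rise read as TRPC4 activation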
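Assay system: HEK293 stable line with TRPC4beta plus mu-opioid receptor; schedule: 45 min room-temperature Fluo4 loading, 110 s read; technique: kinetic Fluo4 calcium fluorescence; evaluation: integrated baseline-normalised fluorescence ratio, converted to per-well B score; controls: buffer (low) and maximal DAMGO (high)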
TRPC6 inh: inhibitors of mouse TRPC6 channel. Q61143. HEK293-TRPC6, membrane potential dye, ACh-evoked depolarization; active compounds read low. B-score at 10 µM. actives 1.1% (n = 310,000). AID 2553;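 active means B-score under library mean minus 3 SD, initial fluorescence not abnormally high, positive integrated signal ratio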;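 further: B-score derived from integrated fluorescence ratio over the kinetic read; more negative B-score means stronger inhibition of depolarization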
SKKanGAS inh: blocks kanamycin growth of S. pyogenes SKKanGAS strain; BacTiter-Glo, 6 h; inhibition, % at 7.5 µM; actives 1.3% (n = 300,000); AID 1662;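 active means mean replicate score, as percent of positive control median, at least 50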;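 further: strain carries kanamycin resistance gene driven by streptokinase promoter and grows in 40 µg/ml kanamycin; loss of luminescence reflects streptokinase promoter inhibition or plain growth inhibition; 0% = median of DMSO wells and 100% = positive control at its reference dose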
TRPC4 block: inhibitors of mouse TRPC4 channel; Q9QUQ5; HEK293 TRPC4beta/mu-opioid, DAMGO-evoked Fluo4 calcium flux; active compounds read low; B-score at 10 µM; actives 0.39% (n = 300,000);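 active means B-score over 3 SD under the library average, no early fluorescence shift, positive overall ratio signal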
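material = TRPC4beta/mu-opioid receptor HEK293 cell line | probe or stimulus = sequential submaximal and maximal DAMGO stimulation | compound dosing = one concentration per compound | measured by = Fluo4 Ca2+ flux fluorescence | evaluation = integrated fluorescence ratio relative to baseline, converted to per-well B score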
MrgX1 antag: antagonists of human MrgX1 receptor; Q96LB2; MRGX1-HEK293 calcium flux, Fluo-4, BAM8-22 antagonism; active compounds read low; B-score at 10 µM; actives 1.3% (n = 310,000); AID 588676;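 active means calcium-response B-score plate-corrected more than 3 library SD below zero, starting fluorescence within 5 deviations, no agonist response on first addition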;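 further: peak minus trough fluorescence over baseline after final BAM8-22 challenge near maximal dose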
Target sequence (Q96LB2 whole entry, looked up): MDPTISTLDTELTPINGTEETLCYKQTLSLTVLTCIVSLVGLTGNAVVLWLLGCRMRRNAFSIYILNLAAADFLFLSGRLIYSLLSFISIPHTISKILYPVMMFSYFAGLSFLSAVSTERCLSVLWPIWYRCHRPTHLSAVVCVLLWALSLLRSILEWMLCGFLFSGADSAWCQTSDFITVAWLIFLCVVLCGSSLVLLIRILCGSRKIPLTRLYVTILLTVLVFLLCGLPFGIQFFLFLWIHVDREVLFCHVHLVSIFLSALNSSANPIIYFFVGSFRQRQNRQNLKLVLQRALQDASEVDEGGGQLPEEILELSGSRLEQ
aSyn UTR inh: 5' untranslated region of α-synuclein, MLPCN primary screen | alpha-synuclein 5'UTR reporter, inhibitor activity | AID 1813 | inhibition, % (tested at 7.5 µM) | actives 0.82% (n = 300,000); in the data active means inhibition above about 60%;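 further: H4 neuroglioblastoma cells stably carrying SNCA 5'UTR luciferase fusion; 0% = DMSO wells and 100% = positive control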
Active calls of the source: *; i = inactive; · = not tested or not shown; & = joins results of further samples.

SMILES	KLF5 inh	TRPC6 activator	IEC-6 cytotox	HIF activator	TRPC4 potent	TRPC4 agonist	TRPC6 inh	SKKanGAS inh	TRPC4 block	MrgX1 antag	aSyn UTR inh
COc1cc2c(cc1OC)CN(C(=O)c1ccc(S(=O)(=O)N3CCCCC3)cc1)CC2	1	i	9	-0.2	i	i	i	-11	i	i	18
O=C(O)c1cccc(Nc2nc(C(F)(F)F)nc3ccccc23)c1	-15	i	-3	-0.3	i	i	i	3	i	i	-5
Cc1ccc2nc(COc3ccc(N(C)S(=O)(=O)c4ccccc4)cc3)cc(=O)n2c1	-7	i	-4	-0.2	i	i	i	6	i	i	-6
COc1ccc(C(=O)Nc2ccc(Cl)cc2C(=O)N2CCCC(C)C2)cc1 (stereo unspecified)	-12	i	-5	-0.2	i	i	i	-3	i	i	-4
Cc1cccc(N)c1-c1c(C)cccc1N	-8	i	5	0.3	i	i	i	5	i	i	4
CCC(C)[C@H](NC(=O)C1(c2ccccc2)CCN(C(=O)OC(C)(C)C)CC1)C(=O)N[C@@H](C(=O)O)c1ccccc1 (stereo partly specified)	-13	i	1	0.2	i	i	i	4	i	i	-3
CN(C(=O)CN1C(=O)S/C(=C\c2ccc(Cl)cc2)C1=O)C1CCS(=O)(=O)C1 (stereo unspecified)	-9	i	-7	0.8	i	i	i	10	i	i	-32
O=C(O)c1ccc(S(=O)(=O)NC2CCCc3ccccc32)cc1 (stereo unspecified)	-29	i	-4	0.2	i	i	i	1	i	i	-12
Cc1nc(-c2ccc(NC(=O)C3CC3)cc2)cs1	-109	i	3	3.0	i	i	i	0	i	i	-160
COC(=O)c1ccc2c(=O)n(CCCCCC(=O)N3CCN(c4ccccc4)CC3)c(=O)[nH]c2c1	2	i	-1	-0.6	i	i	i	11	i	i	-11
COc1ccc(CCNc2oc(COc3ccc(Br)cc3)nc2C#N)cc1OC	-32	i	0	-0.2	i	i	i	-1	i	i	17
COC(=O)C(C)n1nnc2sc(-c3ccccc3)cc2c1=O (stereo unspecified)	-34	i	-1	1.9	i	i	i	·	i	i	-8
CSc1n[nH]c(/N=C/c2oc(O)c3ccccc23)n1	-55	i	2	-0.4	i	i	i	-19	i	i	7
CC1CCN(C(=O)C2CCN(S(=O)(=O)c3cccc4cccnc34)CC2)CC1	-44	i	0	-0.1	i	i	i	-1	i	i	4
O=C(NCc1ccncc1)c1cccc(F)c1	-4	i	-6	-0.2	i	i	i	-11	i	i	-4
CC(C)(C)n1cc(S(=O)(=O)c2ccccc2)[nH]c1=O	-42	i	-3	0.4	i	i	i	-8	i	i	0
Cc1ccc2c(c1)N(C(=O)CCC(=O)N1CCC(C(N)=O)CC1)CC(C)O2 (stereo unspecified)	-13	i	-2	-0.2	i	i	i	5	i	i	14
c1ccc2[nH]c(CCCCc3nc4ccccc4[nH]3)nc2c1	-22	i	-4	2.0	i	i	i	-8	-6*	i	15
COc1ccc(NC(=O)C2CCCN(S(=O)(=O)c3c(C)n[nH]c3C)C2)c(OC)c1 (stereo unspecified)	1	i	0	-0.9	i	i	i	12	i	i	-7
CC1CCCC2(C1)NC(=S)c1c(sc3c1CCCC3)N2 (stereo unspecified)	0	i	-5	-1.3	i	i	i	16	i	i	-63
CCOC(=O)CCNC(=O)N1CCCC(N(C)CCc2ccc(OC)c(OC)c2)C1 (stereo unspecified)	-7	i	-2	0.9	i	i	i	2	i	i	-4
Cc1cccc(NC(=S)N2CCN(C(=O)c3ccco3)CC2)c1C	-28	i	-6	-0.2	i	i	i	-16	i	i	9
O=C(NNC(=O)c1cccnc1)Nc1ccc(Cl)c(Cl)c1	-30	i	0	1.3	i	i	i	0	i	i	-1
CCOC(=O)c1ccc(NC(=O)CN2C(=O)C(CC)SC(CC)C2=O)cc1 (stereo unspecified)	-29	i	2	-0.2	i	i	i	9	i	i	-9
CC1=C(C)CC(C(=O)N2CCN(C/C=C/c3ccccc3)CC2)C(C(=O)O)C1 (stereo unspecified)	-16	i	-2	-0.1	i	i	i	-2	i	i	12

Additional structures follow:
SMILES	KLF5 inh	TRPC6 activator	IEC-6 cytotox	HIF activator	TRPC4 potent	TRPC4 agonist	TRPC6 inh	SKKanGAS inh	TRPC4 block	MrgX1 antag	aSyn UTR inh
CC(C)CC(=O)N1CCC(O)(CS(=O)(=O)Cc2ccc(Cl)cc2)CC1	-4	i	-3	-0.9	i	i	i	-7	i	i	2
COC(=O)c1c(NC(=O)CCN2CCOCC2)sc2c1CCCC2	-16	i	1	0.2	i	i	i	-1	i	i	11
OC1(Cc2ccccc2)CCNCC1	-9&-9	i	8&-3	-0.5	i	i	i	1	i	i	17
Cc1cc(C)c2c(N)c(-c3nc4ccccc4[nH]3)sc2n1	-64	i	11	2.8	i	i	i	0	i	i	-131
O=C(O)c1ccc(COc2ccc(/C=N/NC(=O)c3cccs3)cc2)cc1	-25	i	1	2.2	i	i	i	5	i	i	-24
COc1ccc(-n2c(=O)c3c4c(sc3n(CC(=O)Nc3cc(C)[nH]n3)c2=O)CCC4)c(OC)c1	-3	i	-4	·	i	i	i	5	i	i	6
CCOC(=O)c1cc(-c2nnc(-c3cc(OC)c(OC)c(OC)c3)o2)c(C)nc1C	-26	i	-3	·	i	i	i	·	i	i	·
CC(C)N(Cc1ccccc1)C(=O)COC(=O)C1CCN(S(=O)(=O)c2ccc3c(c2)OCCO3)CC1	·	i	·	0.0	i	i	i	2	i	i	-25
O=C(NC(=S)NCc1ccc2c(c1)OCO2)c1ccccc1	-9	i	5	-0.4	i	i	i	-11	i	i	-4
Cc1ccc(N2C(=O)CC(Sc3ncn[nH]3)C2=O)cc1 (stereo unspecified)	-7	i	-4	-0.1	i	i	i	3	i	i	-15
C/C(=N\NC(=O)Cn1nc(C)c(Br)c1C)c1cccs1	-13	i	2	0.1	i	i	i	-8	i	i	37
Cn1ccsc1=NC(=O)c1ccccc1OC(F)F	-32	i	2	-0.4	i	i	i	-2	i	i	-27
C=CCN(C(=O)c1csnn1)C(C(=O)NC1CCCCC1)c1ccccc1F (stereo unspecified)	-18	i	-2	-0.2	i	i	i	14	i	i	2
C=CCn1cnc2scc(-c3ccc(C)c(C)c3)c2c1=O	-61	i	8	-0.5	i	i	i	3	i	i	-2
CC(C)C(NS(=O)(=O)c1ccccc1F)C(=O)N1CCc2ccccc2C1 (stereo unspecified)	-7	i	0	0.5	i	i	i	-1	i	i	3
O=C(NC(=S)NC(CO)Cc1ccccc1)c1ccc(F)cc1 (stereo unspecified)	-96	i	-1	1.3	i	i	i	-5	i	i	-37
Cc1ccc(NC(=O)CN(C)C(=O)c2ccc(Cl)nc2)cc1	-3	i	0	1.8	i	i	i	-6	i	i	4
Cc1c(C)c2ccc(OCC(=O)N3CCC(C(=O)O)CC3)c(C)c2oc1=O	-20	i	-2	0.2	i	i	i	4	i	i	16
Cc1ccc2c(c1)NCC(C(=O)NC1CCC(C)CC1)O2 (stereo unspecified)	-18	i	-10	1.6	i	i	i	1	i	i	-68
Cc1cc(NC(=O)C(C)SCC(=O)N(C)CC(=O)Nc2ccccc2Br)no1 (stereo unspecified)	·	i	·	1.4	i	i	i	-1	i	i	6
Cc1nnc2n(Cc3ccccc3)c(=O)c3c4c(sc3n12)COC(C(C)C)C4 (stereo unspecified)	-12	i	-9	-0.3	11*	i	i	4	i	i	-15
O=C(O)CCC(NC(=S)Nc1ccccc1)C(=O)O (stereo unspecified)	7	i	6	-0.6	i	i	i	-2	i	i	0
COc1ccc(CC(=O)Nc2ccc(S(=O)(=O)Nc3ncccn3)cc2)cc1OC	7	i	3	-0.1	i	i	i	-1	i	i	-4
Cc1cc(C)cc(NC(=O)C(OC(=O)c2cccs2)c2ccccc2)c1 (stereo unspecified)	-37	i	-5	0.8	i	i	i	-4	i	i	-4
O=C(NC1CCCc2c1cnn2-c1ccc(F)cc1F)c1cnccn1 (stereo unspecified)	-4	i	3	0.3	i	i	i	4	i	i	8

(more compounds)
SMILES	KLF5 inh	TRPC6 activator	IEC-6 cytotox	HIF activator	TRPC4 potent	TRPC4 agonist	TRPC6 inh	SKKanGAS inh	TRPC4 block	MrgX1 antag	aSyn UTR inh
Cc1cc(NS(=O)(=O)c2ccc(NC(=O)C(C)N3C(=O)c4ccccc4C3=O)cc2)nc(C)n1 (stereo unspecified)	-14	i	0	-0.2	i	i	i	-1	i	i	8
CCCn1nnnc1NC(=O)COc1ccc(Cl)c(C)c1	-17	i	0	-0.1	i	i	i	-2	i	i	0
CCOC(=O)/C=C1\SCC(=O)N1CC(=O)NC(c1ccccc1)c1ccccc1	19	i	0	0.0	i	i	i	6	i	i	30
c1ccc(-c2ccccc2-c2nc(-c3cccnc3)no2)cc1	-19	i	-1	0.8	i	i	i	32	i	i	12
O=C(C(=O)N1CCc2ccccc2C1)c1cn(CC(=O)N2CCCCC2)c2ccccc12	-20	i	-6	-0.7	i	i	i	-4	i	i	-11
COc1cccc(NC(=O)c2ccc(NC(=O)C3CC(=O)OC34CCCCC4)cc2)c1 (stereo unspecified)	1	i	-7	-0.1	i	i	i	1	i	i	32
CCCCNS(=O)(=O)c1ccc(S(=O)(=O)NCc2ccncc2)cc1	-34	i	2	0.0	i	i	i	-7	i	i	-5
Cn1c(N)c(C(=O)COC(=O)c2ccc([N+](=O)[O-])o2)c(=O)n(C)c1=O	-4	i	6	0.1	i	i	i	28	i	i	-47
COc1ccc(CN2CC(=O)N(c3cc(Cl)ccc3C)C2=S)cc1OC	-25	i	6	-0.6	i	i	i	3	i	i	41
CCOc1cc(/C=N/Nc2ncc(C)c(=O)[nH]2)ccc1O	-20	i	-5	-30	i	i	i	1	i	i	-40
CCC(C)(C)NC(=O)C(c1ccccc1)N(Cc1cccnc1)C(=O)c1csnn1 (stereo unspecified)	-13	i	1	-0.3	i	i	i	-2	i	i	-9
COc1cc2c3nnc(-c4ccc(F)cc4)c-3cn(Cc3ccc(C)cc3)c2cc1OC	-25	i	-1	-0.3	i	i	i	2	i	i	4
Cc1cccc(OCCC(=O)NCC(=O)Nc2cccc(C)c2C)c1	7	i	0	-0.1	i	i	i	3	i	i	29
Cn1c(=O)c2c(nc(NC3CCCCC3)n2CC(=O)C23CC4CC(CC(C4)C2)C3)n(C)c1=O	-13	i	-2	-0.2	i	i	i	29	i	i	-21

Printed as active in TRPC4 block, among the entries above:
| mol | KLF5 inh | TRPC6 activator | TRPC4 potent | TRPC4 block | MrgX1 antag | aSyn UTR inh |
| --- | --- | --- | --- | --- | --- | --- |
| c1ccc2[nH]c(CCCCc3nc4ccccc4[nH]3)nc2c1 | -22 | i | i | -6* | i | 15 |
